MmCpn inh – blocks the Methanococcus maripaludis chaperonin Mm-Cpn | actives 0.031% (n = 330,000) | purified Mm-Cpn ATPase, ADP Transcreener TR-FRET | Potency, µM (series often up to 76.9 µM), for inactives: at the top dose activity, negative = inhibition, usual class: inhibitors; note: potency is the fitted concentration of half-maximal effect; % is set by controls: 0 for no effect and ±100 for the full control effect; nearly all actives have a fitted effect of over 80% in size
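Compound-treated chaperonin, 25 nM final, turns over 10 uM ATP at 37°C for 30 min following a 10 min preincubation; ADP generated competes with ADP-d2 for Eu-cryptate antibody, lowering FRET.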
A549 viability – counter-screen for Nrf2 inhibitors: cytotoxicity in A549 cells | A549 ARE-Fluc cells, CellTiter-Fluor viability, 18-24 h | AID 504648 | actives 0.16% (n = 390,000) | Potency, µM (doses to about 46 µM), for inactives: at the highest dose activity change, negative = cytotoxicity, usual class: inhibitors; note: potency is the fitted concentration of half-maximal effect; % is set by controls: 0 for no effect and ±100 for the full control effect
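Cytotoxicity counterscreen: CellTiter-Fluor fluorescence was measured in A549 ARE_Fluc cells after 18-24 h of compound exposure in a concentration series. The subsequent BugLite luminescent read reports ARE-luciferase activity.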
TGFb SMAD3 inh – TGF-b pathway inhibition | HepG2 CAGA-GFP TGF-b/SMAD3 reporter, GFP fluorescence, 18 h; TGF-beta stimulated, 500 pg/mL final | Potency, µM (top dose mostly 46.1 µM), without a hit: top-dose activity, negative = inhibition, hits mostly inhibitors | actives 1.2% (n = 410,000); note: potency is the fitted concentration of half-maximal effect; % is set by controls: 0 for no effect and ±100 for the full control effect; nearly all actives have a fitted effect of over 65% in size
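TGF-beta reporter screen: HEPG2 CAGA-GFP, 1% FBS, 500 pg/mL TGF-beta final, 18 h; per-cell GFP summed per well; curves fitted and categorized by class.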
CCT modulator – changes cytosolic chaperonin activity; actives 0.3% (n = 360,000); activity change, % (test concentration not listed), hits read low; purified chaperonin ATPase assay, HTRF ADP detection, 30 min; in the data active = activity change below about -30%; note: % is set by controls: 0 for no effect and ±100 for the full control effect
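TRiC (40 or 20 nM final, by batch activity) in 30 mM Tris pH 7.4, 100 mM KCl, 5 mM MgCl2, 1 mM DTT was treated with compound at 76 uM single dose, then 10 uM ATP, 30 min at 37 °C. ADP was read by HTRF Transcreener.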
Akt phos inh – inhibitors of Akt phosphorylation; Neuro2A IGF-stimulated pAkt S473 HTRF, 20 min; stronger effect = lower value; activity change, % for hits at 50 µM; actives 0.32% (n = 360,000); AID 651550; in the data active = activity change below about -80%; inconclusive = mostly about -51% to -80%; note: % is set by controls: 0 for no effect and ±100 for the full control effect
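Neuro2A cells in DMEM with 0.5% FBS, overnight at 37 deg C, given compound at single 50 µM final, then IGF (6 nM final) for 20 min at 37 deg C. Lysed; phospho-Akt Ser473 by HTRF after 24 h, 665/615 ratio.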
Nrf2 ARE act – activates Nrf2 signaling | Potency, µM (doses to about 46.1 µM), for the others: at the highest dose activation, actives largely listed as activators | AID 624171 | AREc32 ARE-luciferase reporter (MCF7-derived line), luminescence, 24 h | actives 0.31% (n = 410,000); note: potency is the fitted concentration of half-maximal effect; % of control where 0% means no effect; nearly all actives have a fitted effect of over 65% in size
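Each well held 1000 AREc32 cells, which were incubated with compound for 24 hr at 37 deg C after overnight attachment, and ARE reporter activity was quantified by firefly luciferase luminescence.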
Nrf2 inh – Nrf2 pathway inhibition. A549 ARE-Fluc reporter, luciferase luminescence, 18-24 h. Potency, µM (doses to about 46 µM), without a hit: at the top dose activity change, negative = inhibition, most hits filed as inhibitors. actives 2.1% (n = 360,000). AID 504444; note: potency is the fitted concentration of half-maximal effect; % is set by controls: 0 for no effect and ±100 for the full control effect; nearly all actives have a fitted effect of over 60% in size
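A549 ARE_Fluc cells, 5000/well, 5% FBS OPTI-MEM; compounds in dose-response, 18-24 h at 37 °C/5% CO2; CellTiter-Fluor viability read (Ex 405/Em 525), then BugLite luciferase luminescence = Nrf2 activity.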
HepG2 tox – counter-screen for TGF-b inhibitors: cytotoxicity in HepG2 cells. AID 588856. actives 0.76% (n = 410,000). HepG2 CAGA-GFP viability, ATP luminescence, 18 h. Potency, µM (doses to about 46.1 µM), without a hit: at the highest dose activity change, negative = cytotoxicity, hits mostly cytotoxic; note: potency is the fitted concentration of half-maximal effect; some results filed as inactive show a strong effect at the top dose
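HepG2 CAGA-GFP cells (1000/well, DMEM with 1% FBS) received compound, then TGF-beta at 500 pg/mL final, and were incubated 18 hours at 37 degrees C. Viability was read by CellTiter-Glo luminescence. Media-only wells were set as complete cell-killing and DMSO as no toxicity.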
ATXN viability – cell viability loss in ATXN counter-screen. S2 cells (HEK-293 line with an ATXN2-luciferase reporter) viability, CellTiter-Fluor protease fluorescence, 24 h. Potency, µM (highest dose often 56.7 µM), hits mostly cytotoxic. actives 0.49% (n = 400,000). AID 651635; note: potency is the fitted concentration of half-maximal effect; nearly all actives have a fitted effect of over 40% in size
An asterisk follows results filed as active; i = inactive; ? = inconclusive; / = not tested or not shown; & = joins results of further samples. Unless noted, calls come from the whole dose curve; as a rule, active = well fitted curve in the direction sought with a large enough effect; inconclusive = small, poorly fitted or top-dose-only effect, or another doubt; inactive = no such curve, though single readings can be large; an effect the other way counts as inactive or inconclusive.

SMILES	MmCpn inh	A549 viability	TGFb SMAD3 inh	CCT modulator	Akt phos inh	Nrf2 ARE act	Nrf2 inh	HepG2 tox	ATXN viability
COCCNC(=O)CCC(=O)NNc1nc2ccccc2c2nc(-c3ccccc3)nn12	-1%	-13%&-2%	-2%&-3%	0.7	i	11%&8.8%	?	-18%&-14%	?
COC(=O)c1c(-c2ccc(Cl)cc2)noc1N1CCN(c2ccccc2OC)CC1	/	2%	-16%	/	/	0.2%	/	-12%	i
COCCCN(C(=S)Nc1ccc(OC)cc1)C(C)c1ccncc1 (stereo not drawn)	0%	1%	3%	-0.9	i	-0.1%	10%	-17%	i
CC(C)(C)c1ccc(S(=O)(=O)NC(=O)C2(C)CCN2C(=O)Cc2ccccc2Cl)cc1 (stereo not drawn)	/	/	-3%	-1.9	i	0.0%	/	-14%	i
CCOC(=O)N1CCC(NC(=O)c2cc(C(=O)NC3CCN(Cc4ccccc4)CC3)ccc2CO)CC1	-1%	1%	3%	-0.1	i	0.1%	-10%	-2%	i
Cc1ccc(N2CCC(N3CCN(C4CCCCC4)C(CCO)C3)CC2)cc1 (stereo not drawn)	-12%	0%	-11%	-1.3	i	-0.1%	-6%	0%	i
Cc1ccc(F)cc1NC(=O)C12CC3CC(C1)CC(n1cnc([N+](=O)[O-])n1)(C3)C2	-1%	-4%	-1%	-2.3	i	-0.1%	3%	-23%	i
CCC1(c2ccc(F)cc2)NC(=O)N(CC(=O)N2CCN(S(=O)(=O)c3ccc(Cl)cc3)CC2)C1=O (stereo not drawn)	1%	-6%	-11%	-2.7	i	3.5%	-25%	-23%	i
Cc1ccc(C(=O)NCC2CCCO2)cc1S(=O)(=O)N1CCCCC1 (stereo not drawn)	3%	-3%	0%	-6.0	i	-0.6%	-8%	-3%	i
CN(CP(=O)(O)CCc1ccccc1)S(C)(=O)=O	0%	3%	3%	-1.4	i	0.6%	/	-1%	i
O=C(Nc1ccccc1)ON=C1CCCC1	1%	-14%	0%	-1.1	i	2.7%	23%	-8%	?
Cc1nn(-c2ccccc2)c(C)c1/C=N/Nc1nc2ccccc2[nH]1	0%	-1%	?	-15	i	14%	?	-46%	?
OC(c1cccc(Cl)c1)c1ncc(-c2ccccc2Cl)[nH]1 (stereo not drawn)	/	/	17%	1.4	/	5.6%	/	-8%	i
CC1(C(=O)NS(=O)(=O)c2ccccc2)CCN1C(=O)CC1CC1 (stereo not drawn)	/	/	16%	0.7	i	-0.7%	/	-2%	?
COc1cccc(Cn2c(=O)n(-c3cc(C)cc(C)c3)c(=O)c3oc4ccccc4c32)c1	/	-7%	?	/	/	3.1%	-17%	-15%	/
Cc1cccc(NC(=O)N2CCN3CCCCC3C2)c1C (stereo not drawn)	/	3%	6%	/	/	-1.1%	?	7%	/
NC(=O)c1ccccc1OCC(=O)NS(=O)(=O)c1ccccc1	1%	4%	-5%	-0.4	i	3.4%	-3%	-6%	i
Cc1c(NC(=O)c2nn(C(C)C)c(=O)c3ccccc23)c(=O)n(-c2ccccc2)n1C	/	/	27%	2.2	i	0.2%	/	8%	i
CCN(C(=O)C=Cc1ccco1)c1ccccc1	/	4%	-3%	-1.3	i	14µM*	3%	-21%	i
CCOc1ccc(NCc2cccn2-c2nnc(N3CCC(C(=O)NCc4cccc(OC)c4)CC3)s2)cc1	/	-11%	/	/	/	4.2%	?	-18%	/
O=C(Nc1nnc(-c2ccc(F)cc2)s1)c1ccco1	0%	1%	4%	-0.3	i	7.6%	-8%	-6%	i
CCOC(=O)c1cc2c(c(-c3ccccc3)n1)[C@@H](CCO)N(S(=O)(=O)C(C)(C)C)C2	/	4%	-9%	-2.5	i	0.3%	-6%	-32%	i
CCn1ccnc1CN(C)Cc1cn(-c2cc(C)ccc2C)nc1-c1ccccc1	2%	?	?	-0.5	i	3.4%	?	-39%	?
Cn1cc(S(=O)(=O)N2CCCC2)cc1C(=O)N1CCN(c2cccc(Cl)c2)CC1	0%	-5%&5%	?	-3.0	i	-1.1%&-1.0%	-3%&-15%	-23%&-22%	i
CCCCC(C(=O)NCCC(C)C)N(CCCN1CCOCC1)C(=O)c1snc(C(N)=O)c1N (stereo not drawn)	0%	-4%	3%	-1.5	i	-0.4%	12%	-24%	i
SMILES	MmCpn inh	A549 viability	TGFb SMAD3 inh	CCT modulator	Akt phos inh	Nrf2 ARE act	Nrf2 inh	HepG2 tox	ATXN viability
COc1ccc(CCNC(=O)CCCn2c(=O)c3ccccc3n(Cc3cccc(Cl)c3)c2=O)cc1OC	/	-15%	11µM*	/	/	7.6%	?	-37%	/
CS(=O)(=O)c1ccc(CNC(=O)C2(C(F)(F)F)CC(CCCO)CCCO2)cc1 (stereo not drawn)	/	-1%&-4%	4%&-12%	-0.5	i	0.1%	?	-41%&-70%	i
COCCCNC(=O)c1csc([C@@H]2O[C@H](CO)[C@H](O)[C@H](O)[C@H]2O)n1	/	/	5%	1.5	i	-0.9%	/	1%	i
O=C(CSc1nnc(-c2ccccc2)c(-c2ccccc2)n1)NCc1ccco1	-3%	-20%	-5%	0.1	i	0.8%	-11%	-30%	i
Brc1cccc(-c2nnc3sc(CN4CCCCC4)cn23)c1	0%	2%	?	-2.1	i	2.9%	2%	-7%	i
COc1cccc(-c2nc3nc(C)cc(C)n3c2Nc2c(C)cccc2C)c1	/	/	/	0.6	i	-0.2%	/	/	?
COc1ccccc1NC(=O)CC(c1ccc(OC(C)C)cc1)c1ccccc1OC (stereo not drawn)	0%	-1%	2%	-0.6	i	0.0%	-17%	5%	?
O=S(=O)(c1ccccc1)N1CCN(C(=S)Nc2ccc(F)cc2)CC1	1%	-3%	-32%	-1.7	i	1.8%	0%	-9%	i
Cc1nnc(NC(=O)CSCc2cc(=O)c3ccc(C)c(C)c3[nH]2)s1	/	-2%	-1%	/	/	1.3%	/	5%	i
O=C(c1cccc([N+](=O)[O-])c1)N1CCN(CCc2ccncc2)CC1	/	11%	-2%	/	/	-0.6%	13%	-3%	i
CC1(C(=O)NS(=O)(=O)c2ccccc2)CCN1C(=O)c1cccc2ccccc12 (stereo not drawn)	/	/	-16%	-0.1	i	0.4%	/	-17%	i
O=S1(=O)CC(N2CCN(CC3CC3)CC2)CN1Cc1cn(Cc2ccccc2C(F)(F)F)nn1 (stereo not drawn)	/	/	6%	-2.1	i	-1.4%	/	-11%	i
O=C(OCC(=O)N1CCCCCC1)c1cccc(Cl)c1Cl	/	/	0%	0.8	i	12%	/	-16%	i
CCN(CC)S(=O)(=O)c1cc(NC(=O)CSc2nc3c(cc2C#N)C(=O)CC(C)(C)C3)ccc1C	1%	?	-28%	-1.6	i	8.1%	18µM*	7%	?
CNC(=O)c1cccc(NC(=O)CCCNC(=O)c2ccc(Cl)cc2)c1	-1%	2%	4%	0.2	i	1.0%	12%	-4%	i
COc1ccc(N2CCN(C(=O)c3ccc(-c4ccccc4)cc3)CC2)cc1	0%	-6%	-12%	-2.1	i	0.0%	1%	16%	i
O=C1NC(=O)C2C1C(c1ccc([N+](=O)[O-])cc1)=NN2Cc1ccccc1 (stereo not drawn)	?	-18%	-3%	-2.2	i	0.5%	1%	1%	i
Cc1ccccc1Cc1c(C)nc2c(C(=O)NCc3ccc4c(c3)OCO4)cnn2c1C	2%	-1%	-2%	-0.8	i	-0.4%	-21%	-1%	i
CCOc1cc(/C=N/NC(=O)C(O)(c2ccccc2)c2ccccc2)ccc1OC(=O)c1ccco1	/	1%	-13%	-3.3	i	-0.8%	0%	4%	i
COc1ccc(NC(=O)N(O)C2(C#N)CCCCC2)cc1	/	1%	0%	-1.7	i	2.5%	17%	5%	i
CCC1CCCCN1C(=O)c1cc(COc2ccc(-n3cncn3)cc2)on1 (stereo not drawn)	-3%	-5%	5%	1.3	i	4.1%	?	0%	i
CCC1NC(=O)c2cccnc2-n2c1nc1cc(OC)c(OC)cc1c2=O (stereo not drawn)	/	/	14%	-5.7	i	-0.7%	/	-10%	i
CCOCCCNC(=O)CN1C(=O)COc2ccc(S(=O)(=O)N3CCC(C)CC3)cc21	0%	1%	1%	-0.8	i	0.0%	-12%	0%	i
Cc1cccn2cc(CCNS(=O)(=O)c3ccc([N+](=O)[O-])cc3)nc12	0%	-2%	-15%	1.0	i	-0.1%	-9%	-13%	?
CC1CCCCN1C(=O)CNCc1ccc(F)cc1 (stereo not drawn)	-1%	0%	24%	0.5	i	0.2%	?	29%	i
O=C(CSc1nc2ncccc2[nH]1)Nc1ccc2c(c1)OCCO2	-2%	1%	17%	-1.2	i	3.7%	/	5%	i
Cc1nc(N2CCN(c3ccccc3F)CC2)[nH]c(=O)c1C	0%	-6%	-3%	-3.3	i	0.1%	-17%	-12%	/
Cc1ccc(C(=O)Nc2ccc(C(=O)OCc3cc(=O)n4ccsc4n3)cc2)cc1	3%	1%	-2%	/	/	3.0%	/	4%	/
COc1ccc(C(=O)N2CCCC2(C#N)c2ccccc2)cc1[N+](=O)[O-] (stereo not drawn)	2%	-14%	0%	-0.4	i	-0.4%	?	-1%	?

4 entries from above in another layout:
Screens in order – MmCpn inh | A549 viability | TGFb SMAD3 inh | CCT modulator | Akt phos inh | Nrf2 ARE act | Nrf2 inh | HepG2 tox | ATXN viability
COc1cccc(-c2nc3nc(C)cc(C)n3c2Nc2c(C)cccc2C)c1
 : / | / | / | 0.6 | i | -0.2% | / | / | ?
COc1ccccc1NC(=O)CC(c1ccc(OC(C)C)cc1)c1ccccc1OC (stereo not drawn)
 : 0% | -1% | 2% | -0.6 | i | 0.0% | -17% | 5% | ?
O=S(=O)(c1ccccc1)N1CCN(C(=S)Nc2ccc(F)cc2)CC1
 : 1% | -3% | -32% | -1.7 | i | 1.8% | 0% | -9% | i
Cc1nnc(NC(=O)CSCc2cc(=O)c3ccc(C)c(C)c3[nH]2)s1
 : / | -2% | -1% | / | / | 1.3% | / | 5% | i

Source: PubChem BioAssay (National Center for Advancing Translational Sciences (NCATS))
